# Assay outcomes from PubChem BioAssay.
# Abeta yeast res: compounds reversing amyloid beta toxicity in yeast | yeast expressing A-beta42, growth rescue, OD600, 48 h; response scale: 0% DMSO, 100% iron-clioquinol control | Potency, µM (top dose mostly 46.1 µM), for the others: top-dose growth rescue, actives largely listed as activators | actives 0.063% (n = 410,000) | AID 1347071; note: potency is the fitted concentration of half-maximal effect; nearly all actives have a fitted effect of over 55% in size
#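 Growth rescue measured by 600 nm absorbance after 48 h yeast culture at 30 C with compound. Values normalized between DMSO and an equimolar ferric chloride plus clioquinol control.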
# Akt phos inh: Akt phosphorylation inhibition. actives 0.32% (n = 360,000). activity change, % for hits at 50 µM. Neuro2A IGF-stimulated pAkt S473 HTRF, 20 min; stronger effect = lower value. AID 651550; in the data active = activity change below about -80%; inconclusive = mostly about -51% to -80%; note: % is set by controls: 0 for no effect and ±100 for the full control effect
#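 Neuro2A cells in DMEM with 0.5% FBS, overnight at 37 deg C, given compound at single 50 µM final, then IGF (6 nM final) for 20 min at 37 deg C. Lysed; phospho-Akt Ser473 by HTRF after 24 h, 665/615 ratio.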
# FUS suppressor: FUS proteinopathy suppression in yeast; actives 0.24% (n = 390,000); Potency, µM (highest dose often 76.6 µM), for inactives: top-dose growth rescue (activation), usual class: activators; S. cerevisiae FUS-expressing, growth rescue, OD600, 24 h;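 note: potency is the fitted concentration of half-maximal effect; plate controls were DMSO vehicle for no effect and reference control for full effect; nearly all actives have a fitted effect of over 55% in size; some results filed as inactive show a strong effect at the top dose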
#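 Quantitative HTS measuring growth restoration of FUS-toxic yeast. Galactose-induced cells (OD 0.005) were exposed 24hr at 30C to compounds at several concentrations, then absorbance at 600 nm was recorded.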
# PTHR1 agonist: activates the human parathyroid hormone receptor PTHR1; Q03431; Potency, µM (series often up to 115 µM), for the others: at the top dose activation, usual class: activators; HEK293 GP2 PTHR1 cells, GloSensor cAMP luminescence, 1 h; AID 743266; actives 0.075% (n = 410,000); note: potency is the fitted concentration of half-maximal effect; nearly all actives have a fitted effect of over 55% in size; some results filed as inactive show a strong effect at the top dose; inactives centre near -15; many of its hits are not listed in these tables
# Target sequence (Q03431 whole entry, looked up): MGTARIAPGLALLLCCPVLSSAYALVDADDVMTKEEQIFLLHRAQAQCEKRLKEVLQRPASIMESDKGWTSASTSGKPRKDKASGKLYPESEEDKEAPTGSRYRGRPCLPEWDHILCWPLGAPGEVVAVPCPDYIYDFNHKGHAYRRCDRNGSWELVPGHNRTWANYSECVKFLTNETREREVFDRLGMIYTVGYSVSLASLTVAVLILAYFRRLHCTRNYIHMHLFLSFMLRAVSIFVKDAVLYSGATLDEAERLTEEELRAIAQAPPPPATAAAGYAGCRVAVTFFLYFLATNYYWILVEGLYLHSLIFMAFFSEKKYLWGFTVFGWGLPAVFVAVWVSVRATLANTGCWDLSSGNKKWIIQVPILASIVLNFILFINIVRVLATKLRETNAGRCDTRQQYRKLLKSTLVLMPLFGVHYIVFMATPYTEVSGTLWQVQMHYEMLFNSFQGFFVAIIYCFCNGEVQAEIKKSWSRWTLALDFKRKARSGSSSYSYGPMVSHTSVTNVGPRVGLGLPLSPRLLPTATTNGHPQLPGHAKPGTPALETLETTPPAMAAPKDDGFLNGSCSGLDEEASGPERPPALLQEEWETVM
#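 HEK-293-derived GP2 cells expressing PTHR1 and a GloSensor cAMP reporter, 3,000/well, plated overnight, given luciferin plus IBMX (each 0.5 mM as added) for 1 h at 37 °C, then compound for 1 h at 37 °C. Luminescence was read after 15 min at room temperature.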
# GLP1R inv ag: GLP-1 receptor (human) inverse agonism; Potency, µM (top dose mostly 38.3 µM), without a hit: at the top dose activity change, negative = inhibition, hits mostly inhibitors; AID 624417; HEK293 GLP-1R CRE-luciferase, luminescence, 24 h; GLP-1R form is constitutively active; actives 1.6% (n = 410,000); P43220; note: potency is the fitted concentration of half-maximal effect; % is set by controls: 0 for no effect and ±100 for the full control effect; nearly all actives have a fitted effect of over 55% in size
# Target sequence (P43220 whole entry, looked up): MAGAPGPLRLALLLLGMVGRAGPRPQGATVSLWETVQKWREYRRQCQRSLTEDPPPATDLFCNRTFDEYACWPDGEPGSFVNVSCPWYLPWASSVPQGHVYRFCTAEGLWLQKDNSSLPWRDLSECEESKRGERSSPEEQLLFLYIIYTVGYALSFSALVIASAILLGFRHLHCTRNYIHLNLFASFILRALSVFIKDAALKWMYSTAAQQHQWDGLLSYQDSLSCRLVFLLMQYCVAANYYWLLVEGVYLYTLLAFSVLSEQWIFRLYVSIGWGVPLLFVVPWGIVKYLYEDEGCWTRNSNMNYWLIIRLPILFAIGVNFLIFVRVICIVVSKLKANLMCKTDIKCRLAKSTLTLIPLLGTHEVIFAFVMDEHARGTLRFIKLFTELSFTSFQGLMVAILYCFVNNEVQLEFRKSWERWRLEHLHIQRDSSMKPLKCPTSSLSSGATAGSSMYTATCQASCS
#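 Readout was luciferase luminescence, measured 12 min after detection reagent at room temperature. Beforehand, GLP-1R reporter HEK293 cells had sat 12 h, then received compounds for 24 hr at 37 deg C.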
# TDP43 rescue: TDP-43 toxicity inhibition in yeast. TDP-43 expressing yeast growth rescue, BacTiter-Glo, 24 h. actives 1.8% (n = 410,000). Potency, µM (series often up to 46.1 µM), for the others: at the top dose growth rescue (activation), actives largely listed as activators. AID 652104; note: potency is the fitted concentration of half-maximal effect; % of control where 0% means no effect; nearly all actives have a fitted effect of over 50% in size
#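 Growth rescue of TDP-43-toxic yeast measured as ATP luminescence (BacTiter-Glo). Cells grown to mid-log in raffinose, induced in galactose at OD600=0.02, exposed to compound 24 hr at 30 deg C.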
# aSyn yeast inh: alpha-synuclein toxicity inhibition in yeast; actives 0.14% (n = 370,000); AID 652106; Yeast expressing alpha-synuclein, growth rescue, BacTiter-Glo, 24 h; Potency, µM (top dose mostly 46.1 µM), for the others: top-dose growth rescue (activation), most hits filed as activators; note: potency is the fitted concentration of half-maximal effect; % of control where 0% means no effect; nearly all actives have a fitted effect of over 65% in size
#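 Screening used galactose-induced yeast with toxic alpha-synuclein levels, exposed to compound for 24 hr at 30 deg C. Cell growth, read with BacTiter-Glo luminescence, gave the measured signal.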
# D3 antag: blocks the human D3 dopamine receptor. P35462. D3R cells, DiscoveRx beta-arrestin luminescence, antagonist mode; stronger effect = lower value. max response, negative = inhibition, %. actives 2.5% (n = 360,000); in the data active = max response below about -50%; inconclusive = no clear call, values can overlap the other calls; note: % is set by controls: 0 for no effect and ±100 for the full control effect; mostly tested at two doses, the higher about 12 µM
#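 Cells plated overnight at 1500 cells/well, then exposed to library compounds with dopamine controls for 90 minutes at 37 degrees C. DiscoveRx reagent added for 30–60 minutes at room temperature; luminescence read, quantitative HTS format.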
# GLP-1R agonist: activates the human GLP-1 receptor | P43220 | HEK293 GLP-1R CRE-luciferase, luminescence, 4-6 h; cells express a hypersensitive GLP-1R form | Potency, µM (doses to about 45.6 µM), for inactives: at the highest dose activation, usual class: activators | actives 0.007% (n = 380,000) | AID 624172; note: potency is the fitted concentration of half-maximal effect; % of control where 0% means no effect
# Starred values were filed as active, the others as inactive; i = inactive; ? = inconclusive; . = not tested or not shown; [ ] = dose if it differs, or a comment. Unless noted, calls come from the whole dose curve; as a rule, active = well fitted curve in the direction sought with a large enough effect; inconclusive = small, poorly fitted or top-dose-only effect, or another doubt; inactive = no such curve, though single readings can be large; an effect the other way counts as inactive or inconclusive. This is a subset, so the mix of outcomes need not match the whole.
1	CCOC(=O)c1c(CSCc2ccccc2)oc2ccc(O)c(CN(C)C)c12
2	CCOn1c(=O)c[n+]([O-])c2ccccc21
3	CCOC(=O)N1CCC(NC(=O)c2ccc3nc(N4CCOCC4)sc3c2)CC1
4	O=C(NCc1ccccc1)C(=O)Nc1c2c(nn1-c1ccccc1)CSC2
5	COc1cc(C(=O)NCC2(N(C)C)CCCCC2)ccc1OCc1ccccc1
6	O=C(NCCc1ccccc1)C1CC(=O)N(C2CCCC2)C1 (stereo not given)
7	CC[C@]12C(=O)N(C)C[C@H]([C@@H]3C(=O)N(C)C(=O)[C@@H]31)N2C(=O)c1ccc(Cl)c(Cl)c1
8	O=C(N/C(=C\c1ccc([N+](=O)[O-])cc1)C(=O)N1CCCCC1)c1ccco1

compound no.	1	2	3	4	5	6	7	8
Abeta yeast res	-2%	9%	-10%	-4%	-5%	.	-1%	34%
Akt phos inh	i	i	i	.	i	i	i	i
FUS suppressor	15%	-25%	.	33%	-7%	-6%	-6%	11%
PTHR1 agonist	i	i	-18%	i	i	-44%[inhibitor]	-24%	i
GLP1R inv ag	?	3%	12%	?	?	1%	7%	?
TDP43 rescue	-11%	-9%	-1%	1%	3%	10%	20%	0%
aSyn yeast inh	3%	-3%	-6%	.	?	-4%	5%	-1%
D3 antag	-15	2	-3	.	-18	-3	13	-9
GLP-1R agonist	6%	4%	1%	.	8%	2%	-4%	11%

# 3 structures from above, ordered by molecular weight, high to low:
7	CC[C@]12C(=O)N(C)C[C@H]([C@@H]3C(=O)N(C)C(=O)[C@@H]31)N2C(=O)c1ccc(Cl)c(Cl)c1
5	COc1cc(C(=O)NCC2(N(C)C)CCCCC2)ccc1OCc1ccccc1
6	O=C(NCCc1ccccc1)C1CC(=O)N(C2CCCC2)C1 (stereo not given)

compound no.	7	5	6
Abeta yeast res	-1%	-5%	.
Akt phos inh	i	i	i
FUS suppressor	-6%	-7%	-6%
PTHR1 agonist	-24%	i	-44%[inhibitor]
GLP1R inv ag	7%	?	1%
TDP43 rescue	20%	3%	10%
aSyn yeast inh	5%	?	-4%
D3 antag	13	-18	-3
GLP-1R agonist	-4%	8%	2%

# New compounds follow:
9	COc1ccc(OC)c(NC(=O)c2c3c(nc4ccccc24)CCC3)c1
10	CC(=O)c1cccc(NC(=O)NCc2ccccn2)c1
11	O=C(NCC1CCCO1)C1CCN(S(=O)(=O)c2cccnc2)CC1 (stereo not given)
12	COCCN1C(=O)N(c2cccc(OC)c2)C(=O)C1CC(=O)Nc1ccc(Cl)cc1 (stereo not given)
13	Cc1cc(C)cc(NC(=O)CSc2nc3c([nH]c4ccccc43)c(=O)n2-c2ccc(F)cc2)c1
14	COc1ccc2c(c1)[C@H]1[C@H](CO2)[C@H](c2ccccc2)[C@]2(C)C(=O)Nc3cc(OC)c(OC)cc3C(=O)N12
15	O=C(Nc1ccccc1)Oc1cccc(Br)c1
16	CC1=C(c2ccc(Cl)cc2)S(=O)(=O)N=C1N1CCN(c2cccc(C(F)(F)F)c2)CC1

compound no.	9	10	11	12	13	14	15	16
Abeta yeast res	-14%	-1%	1%	10%	-14%	18%	2%	-61%[inhibitor]
Akt phos inh	.	i	i	i	.	i	i	.
FUS suppressor	42%	12%	-15%	20%	-13%	25%	0%	25%
PTHR1 agonist	i	?	i	i	-53%[inhibitor]	-43%[inhibitor]	2%	15%
GLP1R inv ag	-8%	0%	5%	-12%	13%	-13%	11%	0%
TDP43 rescue	-9%	-9%	-2%	-17%	-13%	0%	-2%	22%
aSyn yeast inh	-4%	-9%	1%	1%	-7%	-11%	-10%	.
D3 antag	12	25	-10	21	.	2	0	.
GLP-1R agonist	4%	10%	9%	0%	-6%	-4%	-3%	.

17	N/C(=N\c1nc2c(c(=O)[nH]1)CCC2)Nc1ccccc1C(F)(F)F
18	COc1cc2c(cc1NC(=O)CSc1ccc(Cl)cc1)oc1ccccc12
19	Cc1noc(C)c1C(=O)NCC(=O)Nc1ccccc1Br
20	Cn1c(CSc2ncccn2)nnc1SCC(=O)N1CCCc2ccccc21
21	CCn1ccc2cc(S(=O)(=O)N3CCCN(C(=O)NCC(C)C)CC3)ccc21
22	CSc1nc2sc3c(c2c(=O)n1C1CCCCC1)CCN(C)C3
23	Cc1oc2ccc(O)cc2c1C(=O)OC(C)C
24	Cc1cn2c(=O)cc(COc3ccc(NC(=O)COc4ccccc4)cc3)nc2s1

compound no.	17	18	19	20	21	22	23	24
Abeta yeast res	-1%	5%	-25%	11%	10%	-12%	-27%	-4%
Akt phos inh	.	i	i	i	.	i	i	.
FUS suppressor	30%	.	-8%	13%	13%	4%	-8%	0%
PTHR1 agonist	-8%[57.5 µM]	-22%	-11%	-24%[57.5 µM]	i	i	-47%[inhibitor]	-12%
GLP1R inv ag	0%	17%	-4%	0%	-15%	-25%	34%[activator]	9%
TDP43 rescue	-20%	4%	-1%	-26%	?	18%	?	-1%
aSyn yeast inh	-3%	0%	-5%	-8%	2%	6%	-3%	.
D3 antag	-21	-1	-9	18	.	8	-18	.
GLP-1R agonist	-2%	9%	0%	4%	-2%	1%	19%	0%

25	CC1CCN(CCCNC(=O)Cn2ncc3c([nH]c4ccccc43)c2=O)CC1
26	Cc1c(NC(=O)c2ccc([N+](=O)[O-])o2)cccc1-c1nc2ncccc2o1
27	O=c1ccc(Oc2nc(N3CCOCC3)nc(N3CCOCC3)n2)nn1-c1ccccc1
28	Cc1ccc2nc(-c3ccc(NC(=O)CN4C(=O)c5ccccc5C4=O)cc3)sc2c1
29	Cc1ccc(C(=O)N2CCCC(CCC(=O)N3CCN(c4ccccn4)CC3)C2)cn1 (stereo not given)
30	O=C(CCc1ccc(O)cc1)c1c(O)cc(O)cc1O[C@@H]1O[C@H](CO)[C@@H](O)[C@H](O)[C@H]1O
31	COc1cc(OC)c(Nc2ncnc3onc(-c4cccc(Cl)c4)c23)cc1Cl
32	CCOC(=O)c1c(C)[nH]c(C)c1C(=O)COC(=O)Cc1ccc(OC)c(OC)c1

compound no.	25	26	27	28	29	30	31	32
Abeta yeast res	-2%	11%	-16%	-3%	-9%	-29%	-1%	10%
Akt phos inh	i	i	i	i	i	i	.	i
FUS suppressor	-9%	-6%	17%	.	.	-11%	-15%	8%
PTHR1 agonist	-23%	i	i	i	i	-14%	-43%[inhibitor]	?
GLP1R inv ag	-12%	51%[activator]	0%	4%	-3%	5%	0%	13%
TDP43 rescue	-9%	-7%	-17%	23%	-3%	13%	6%	-7%
aSyn yeast inh	-2%	2%	-4%	1%	-3%	-1%	.	-3%
D3 antag	-11	5	-17	5	3	10	.	7
GLP-1R agonist	8%	1%	23%	-9%	-11%	-3%	1%	17%

33	Cc1ccccc1C(=O)Nc1sc2c(c1C(=O)N1CCCCC1)CCC(C(C)(C)C)C2 (stereo not given)
34	CSc1nc2sc3c(c2c(=O)n1CC(C)C)CC(C)(C)OC3
35	COc1ccccc1CNC(=O)C(=O)NCC(c1cccs1)S(=O)(=O)c1cccs1 (stereo not given)
36	CCCCN(C(=O)c1ccc([N+](=O)[O-])s1)c1c(N)n(CCCC)c(=O)[nH]c1=O
37	CCOC(=O)C1CCN(C(=O)c2sc3nc(C)nc(N4CCC(C)CC4)c3c2C)CC1
38	CCOC(=O)C1=C(COC(=O)CNS(=O)(=O)c2ccc(C)cc2)NC(=O)NC1C (stereo not given)
39	CCOC(=O)c1[nH]cnc1C(=O)Nc1cccc(N)n1
40	CC(C)C[C@H](NC(=O)c1[nH]cnc1C(=O)N[C@@H](Cc1ccccc1)C(=O)OC(C)(C)C)C(=O)OCc1ccccc1

compound no.	33	34	35	36	37	38	39	40
Abeta yeast res	?	-9%	-6%	-1%	-31%	2%	-9%	1%
Akt phos inh	.	i	.	i	i	i	i	i
FUS suppressor	10%	16%	-1%	13%	49%	14%	.	?
PTHR1 agonist	i	i	i	-10%	i	-7%	i	-35%[inhibitor]
GLP1R inv ag	3%	?	-7%	10%	0%	0%	23%	?
TDP43 rescue	4%	-19%	1%	-1%	-6%	-6%	11%	-15%
aSyn yeast inh	.	-6%	.	-6%	0%	0%	-1%	10%
D3 antag	.	-17	.	-3	-16	9	7	12
GLP-1R agonist	.	1%	.	5%	4%	4%	0%	6%

41	CC(C)(C)OC(=O)N1CCC(c2c(C(=O)NCCN3CCC(Cc4ccccc4)CC3)cnn2-c2ccccc2)CC1
42	COc1cccc(NC(=O)N2CCCC2C(=O)NC23CC4CC(CC(C4)C2)C3)c1 (stereo not given)
43	O=C(NN1C(=O)C2C3C=CC(C3)C2C1=O)c1cccc(Cl)c1 (stereo not given)
44	O=C(Cc1cccs1)N1CCC(c2nc3c(nnn3Cc3ccccc3Cl)c(=O)[nH]2)CC1
45	O=C(/C=C/Nc1ccc(F)cc1Br)c1ccccc1
46	CCCCc1ccc(NC(=O)COC(=O)c2ccc3ncsc3c2)cc1
47	COCC(=O)Nc1cccc(-c2ccc3nncn3n2)c1
48	CC=CC1OCC(CC)C(CCC)O1 (stereo not given)
49	Cc1cccc(C)c1-n1ncc(C(=O)N2CCN(c3ncccn3)CC2)c1C1CCN(C(=O)OC(C)(C)C)CC1

compound no.	41	42	43	44	45	46	47	48	49
Abeta yeast res	-5%	3%	1%	2%	-9%	9%	9%	1%	8%
Akt phos inh	.	i	i	i	i	i	i	i	.
FUS suppressor	?	10%	.	?	.	-2%	8%	.	25%
PTHR1 agonist	i	i	i	30%	-45%	i	-8%	i	i
GLP1R inv ag	9%	10%	9%	115%[activator]	?	-4%	44%[activator]	-23%	7%
TDP43 rescue	3%	8%	22%	-16%	7%	18%	1%	0%	2%
aSyn yeast inh	.	4%	6%	-2%	-8%	7%	1%	1%	.
D3 antag	.	-13	-4	9	0	2	11	9	.
GLP-1R agonist	.	4%	1%	4%	-41%[inhibitor]	3%	-3%	2%	.
